Pol beta inh: inhibitors of human DNA polymerase beta; Potency, µM (titrated, usually from 114 µM), inactives show at the highest dose activity change, negative = inhibition, usual class: inhibitors; P06746; Pol beta primer extension/strand displacement, fluorescence kinetic; hit rate 1.3% among 340,000; also: potency is read from the fitted curve at half-maximal effect; % is scaled to controls: 0 for no effect and ±100 for the full control effect
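Kinetic readout of DNA synthesis with strand displacement by Pol beta. Compound and 10 nM enzyme sit 15 min at room temperature; 50 nM substrate starts the reaction, read immediately and at 10 min.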
LDHA block: inhibitors of human lactate dehydrogenase A | P00338 | purified LDHA, NADH/diaphorase-resazurin fluorescence; active compounds read low | activity change, % (values are at about 110 or 230 µM) | hit rate 0.15% among 480,000; in the data active = activity change below about -30%; inconclusive = mostly about -25% to -30%;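 also: plate controls were DMSO wells for no effect and wells without enzyme for full effect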
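LDH5 2 nM; NADH 0.06 mM, pyruvate 0.2 mM; 200 mM Tris pH 7.4, EDTA, Tween-20; 5 min RT. Detection: diaphorase 0.133 mg/mL + resazurin 37 µM, fluorescence ex540/em590 at 0 and 20 min; normalized to enzyme-free and DMSO wells.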
Anesthetic bind: binds horse apoferritin like a general anesthetic. apoferritin/1-aminoanthracene competitive binding, fluorescence. Potency, µM (titrated, usually from 77.5 µM), without a hit: at the highest dose activity change, negative = displacement, usual class: inhibitors. P02791. hit rate 0.074% among 350,000; also: potency is read from the fitted curve at half-maximal effect; % is scaled to controls: 0 for no effect and ±100 for the full control effect; nearly all actives have a fitted effect of over 20% in size
Target sequence (P02791 2-175 limits assumed): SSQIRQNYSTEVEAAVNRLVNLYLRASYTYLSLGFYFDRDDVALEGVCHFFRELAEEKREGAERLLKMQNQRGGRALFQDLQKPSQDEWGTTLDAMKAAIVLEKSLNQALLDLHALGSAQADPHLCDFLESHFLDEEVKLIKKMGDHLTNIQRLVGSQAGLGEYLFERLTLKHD
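Horse-spleen apoferritin (10 uM) was mixed with 50% saturated 1-aminoanthracene in PBS, exposed to compounds for 10 min at room temperature, and read for fluorescence (ex 380 nm, em 535 nm). Competitive displacement was fitted with a four-parameter Hill equation.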
Glioma ERSR ind: inducers of ER stress response in human glioma cells; Potency, µM, inactives show top-dose activation, hits mostly activators; hit rate 0.02% among 420,000; U87-MG GRP78 promoter luciferase reporter, 16 h; also: potency is read from the fitted curve at half-maximal effect; series mostly up to about 76 µM; % of control where 0% means no effect; nearly all actives have a fitted effect of over 35% in size
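Stably transfected U87-MG human glioma cells carrying a GRP78-based luminescent sensor were seeded at 1000 cells/well, pin-dosed with compounds and incubated 16 h. Luciferase reagent was then added, and end-point luminescence was read after 10 min at room temperature.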
POLH inh: inhibitors of human DNA polymerase eta. Q9Y253. recombinant Pol eta, fluorescent DNA replication assay. Potency, µM (doses to about 114 µM), inactives show at the highest dose activity change, negative = inhibition, actives largely listed as inhibitors. hit rate 1.2% among 390,000. AID 588591; also: potency is read from the fitted curve at half-maximal effect; % is scaled to controls: 0 for no effect and ±100 for the full control effect
Target sequence (Q9Y253 whole entry, looked up): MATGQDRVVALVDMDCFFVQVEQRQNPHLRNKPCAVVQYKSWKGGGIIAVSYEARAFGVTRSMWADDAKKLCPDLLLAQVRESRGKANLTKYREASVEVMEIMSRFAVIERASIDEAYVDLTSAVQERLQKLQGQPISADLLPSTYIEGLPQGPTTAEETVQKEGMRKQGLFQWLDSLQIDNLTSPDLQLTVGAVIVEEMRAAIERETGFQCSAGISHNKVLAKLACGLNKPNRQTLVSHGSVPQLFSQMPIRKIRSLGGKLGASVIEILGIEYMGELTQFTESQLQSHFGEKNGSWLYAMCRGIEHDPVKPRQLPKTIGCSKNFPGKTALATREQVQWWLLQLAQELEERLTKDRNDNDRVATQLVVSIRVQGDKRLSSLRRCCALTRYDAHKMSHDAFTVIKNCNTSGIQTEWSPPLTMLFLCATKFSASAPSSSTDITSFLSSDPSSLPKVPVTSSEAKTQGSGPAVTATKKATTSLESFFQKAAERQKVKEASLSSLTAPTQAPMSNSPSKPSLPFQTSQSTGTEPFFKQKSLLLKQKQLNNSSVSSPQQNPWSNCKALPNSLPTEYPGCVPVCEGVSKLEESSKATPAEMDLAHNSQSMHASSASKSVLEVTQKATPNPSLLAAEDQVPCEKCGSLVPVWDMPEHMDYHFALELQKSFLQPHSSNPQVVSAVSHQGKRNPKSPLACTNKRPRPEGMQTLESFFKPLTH
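Fluorescent replication assay: 50 nM final substrate added after a 15 min room-temperature compound preincubation with 10 nM enzyme. Signal taken at 0 min and again at 10 min.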
APEX1 inh: blocks human APE1 abasic DNA cleavage | P27695 | Potency, µM (series often up to 65.8 µM), without a hit: top-dose activity change, negative = inhibition, actives largely listed as inhibitors | recombinant APE1, TAMRA/BHQ-2 abasic DNA cleavage fluorescence | AID 2517 | hit rate 0.35% among 350,000;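 also: potency is read from the fitted curve at half-maximal effect; plate controls were vehicle for no effect and reference inhibitor for full effect; nearly all actives have a fitted effect of over 55% in size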
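0.75 nM APE1 + cpd, 15 min RT; start w/ 50 nM TAMRA/BHQ-2 THF-abasic dsDNA; kinetic fluor 525/598 nm ×3 reads @60 s; Δ(read3−read1); normalized to DMSO and NSC13755 control wells.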
Pol iota inh: inhibitors of human DNA polymerase iota; Potency, µM (titrated, usually from 115 µM), inactives show at the highest dose activity, negative = inhibition, actives largely listed as inhibitors; hit rate 1% among 390,000; Pol iota fluorescent replication assay, 10 min; AID 588590; Q9UNA4; also: potency is read from the fitted curve at half-maximal effect
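Pol iota at 10 nM preincubated 15 min with compounds at room temperature; reaction started with fluorescent substrate, 50 nM final. Fluorescence read kinetically at 0 and 10 min; buffer-only wells as negative control.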
POLK inh: DNA polymerase kappa (human) inhibition; Q9UBT6; purified Pol kappa, fluorescent DNA synthesis assay, 10 min; Potency, µM (highest dose often 107 µM), for inactives: at the highest dose activity, negative = inhibition, most hits filed as inhibitors; hit rate 0.53% among 400,000; AID 588579; also: potency is read from the fitted curve at half-maximal effect; % is scaled to controls: 0 for no effect and ±100 for the full control effect
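10 nM Pol kappa was preincubated with compounds for 15 min at room temperature. Reaction started with 50 nM (final) substrate. Fluorescence read kinetically at 0 and 10 min.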
BLM helicase inh: blocks DNA unwinding by human BLM helicase; recombinant BLM DNA unwinding, fluorescence dequenching; Potency, µM (titrated, usually from 56.1 µM), inactives show at the highest dose activity change, negative = inhibition, most hits filed as inhibitors; hit rate 0.2% among 350,000;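 also: potency is read from the fitted curve at half-maximal effect; plate controls were vehicle for no effect and no enzyme for full effect; nearly all actives have a fitted effect of over 35% in size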
Active calls of the source: *; ? = inconclusive; . = not tested or not shown; [ ] = another dose, or the depositor's remark. Unless noted, calls follow the shape of the dose curve; as a rule, active = well fitted curve in the direction sought with a large enough effect; inconclusive = small, poorly fitted or top-dose-only effect, or another doubt; inactive = no such curve, though single readings can be large; an effect the other way counts as inactive or inconclusive. Only part of the results is shown; rates above refer to the full screens.

SMILES | Pol beta inh | LDHA block | Anesthetic bind | Glioma ERSR ind | POLH inh | APEX1 inh | Pol iota inh | POLK inh | BLM helicase inh
C=C(C)Cn1c(CCCNC(=O)CCC)nc2ccccc21 | 1% | 3 | 2% | -3% | 3% | 9% | 5% | -19% | 3%
O=C(/C=C/c1ccc(Br)o1)OCc1nc2ccsc2c(=O)[nH]1 | . | -5 | . | -4% | 0.79µM* | ? | 10µM* | 10µM* | .
Cc1[nH]nc2c1C1(CCOCC1)C(C#N)=C(N)O2 | 8% | -4 | -9% | -3% | 4% | -3% | -18%[58.9 µM] | -11% | 3%
CCCN(C(=O)COc1ccc(C(C)=O)cc1OC)C1CCS(=O)(=O)C1 (stereo unspecified) | . | -4 | . | -6% | -12% | 0% | 34%[activator] | 15% | .
CSCC[C@H](NC(=O)[C@@H]1CSC2c3ccccc3C(=O)N21)C(=O)N1CCC[C@H]1CO (stereo partly specified) | 55% | -5 | -5% | -3% | -11% | 3% | 15% | 13% | -2%
COc1ccc(OC)c(/C=C/C(=O)Nc2ccc3c(c2)CCC3)c1 | 3% | 1 | 10% | 1% | -15% | 0% | 3% | 4% | -7%
COC(=O)[C@H](CCSC)NC(=O)NC1CCN(Cc2ccccc2)CC1 | -2% | -2 | -9% | -4% | -19% | 15% | -2% | -11% | -4%
O=C(CSc1nc2ccccc2o1)Nc1nc(-c2ccccc2)c(-c2ccccc2)s1 | 16% | -5 | -12% | -2% | -12% | -1% | -7% | -5% | -13%
COc1cc(C(c2c(O)cc(C)[nH]c2=O)c2c(O)cc(C)[nH]c2=O)ccc1O | -1% | 0 | -1% | 0% | -5% | 37% | -1% | -13% | -4%
O=C(N1CCN(c2ncccn2)CC1)C12CC3CC(CC(C3)C1)C2 | . | -6 | . | -3% | -4% | . | 11% | -9% | .
O=C(c1ccc2nc[nH]c2c1)N1CCN(S(=O)(=O)c2cccc(Cl)c2)CC1 | . | -4 | . | -4% | -6% | . | 2% | -10% | .
CN(C(=O)c1cccc(NC(=O)Cc2ccc(NC(=O)C3CCN(S(=O)(=O)c4cccc([N+](=O)[O-])c4)CC3)cc2)c1)C1CCCC1 | . | -14 | . | -4% | -8% | . | 1% | -9% | .
CCOCCCNC(=O)C(=O)NCCCOCC | 14% | -13 | -2% | -4% | 1% | 1% | 189%[activator] | -7% | 5%
COc1ccc(-c2ccc(CCC(=O)O)n2-c2ccccc2C(F)(F)F)cc1 | -1% | 2 | ? | -3% | -8% | . | 10% | 10% | -2%
O=C(Nc1ccc(Cl)c(Cl)c1)Nc1ccccc1NS(=O)(=O)c1cccs1 | 32% | -5 | -9% | -3% | -17% | 6% | 82%[activator] | -12% | -16%
COC(=O)c1ccccc1NC(=O)CN1CCCCCC1 | 1% | -6 | -20% | -6% | -11% | 4% | 1% | -16% | -9%
COC(=O)c1[nH]c2ccc(F)cc2c1NC(=O)CCN1CC(C)OC(C)C1 (stereo unspecified) | 72% | -3 | -10% | -5% | 7% | 1% | 2% | -3% | 2%
CCOc1ccc(C(=O)NCC(=O)N2CCC(C)CC2)cc1OCC | -2% | -4 | -2% | 1% | -10% | 15% | 169%[activator] | -1% | 0%
N#Cc1ccccc1OCCOCCNC1CCCC1 | 86% | -13 | -1% | -3% | -12% | ? | 59%[activator] | -11% | 2%
CN(CC(=O)Nc1cccc(F)c1)CC(=O)Nc1cc(S(=O)(=O)N2CCOCC2)ccc1Cl | . | -4 | . | 0% | -19% | -8% | 34% | -19% | .
CCN(CC)c1ccc(C(=O)O)cc1 | -3% | -3 | 5% | -2% | -3% | 4% | -6% | -6% | -13%
COC(=O)[C@]1(Cc2ccccc2)N[C@H](c2ccc(-c3ccc(F)cc3)cc2)[C@@H]2C(=O)N(C)C(=O)[C@@H]21 | . | -11 | . | -4% | 0% | 12% | -19% | -2% | .
CN(C)C(=O)c1ccc(-c2nc(Nc3ccncc3)c3ccccc3n2)cc1 | . | . | -5% | -1% | . | 7% | . | -5%[60.1 µM] | 45%[activator]
COc1ccc(CCN(C)C/C=C/c2ccccc2[N+](=O)[O-])cc1OC | 20% | -7 | -4% | -4% | -10% | 1% | 15% | -3% | 5%
CC(C)[C@H](NC(=O)c1ccccc1F)C(=O)Nc1ccc(F)c(F)c1 | 38% | -3 | -4% | 0% | -12% | 6% | 119%[activator] | -4% | -1%
O=C(CN1CCN(c2ccccn2)CC1)Nc1cccc(Br)c1 | 3% | -3 | -16% | -2% | -24% | -8% | -4% | -1% | -2%
CC(C)C(=O)NC(=S)Nc1ccc(S(=O)(=O)Nc2nccs2)cc1 | ? | -11 | -4% | 2% | -12% | -6% | 74%[activator] | -2% | -7%
Cc1ccc(C)c(Cn2c(=O)n(Cc3ccc(C(=O)NC4CCN(Cc5ccccc5)CC4)cc3)c(=O)c3ccccc32)c1 | 1% | -4 | -7% | -3% | -4% | . | -7% | 3% | -4%
Oc1cccc(-c2nnc(-c3cccc(O)c3)nn2)c1 | . | 6 | . | -13% | -16% | . | -8% | -5% | .
O=C(CSc1ccccc1)Nc1ccc2c(c1)C(=O)NC2=O | 3% | -7 | -2% | -3% | -15% | 8% | -21% | -3% | -1%

Pol iota inh: entries above that show a hit
| Structure | Pol beta inh | Anesthetic bind | POLH inh | Pol iota inh | POLK inh | BLM helicase inh |
| --- | --- | --- | --- | --- | --- | --- |
| O=C(/C=C/c1ccc(Br)o1)OCc1nc2ccsc2c(=O)[nH]1 | . | . | 0.79µM* | 10µM* | 10µM* | . |

(cont.)
SMILES | Pol beta inh | LDHA block | Anesthetic bind | Glioma ERSR ind | POLH inh | APEX1 inh | Pol iota inh | POLK inh | BLM helicase inh
CCCC(=O)Nc1ccc2nn(-c3ccc(OC)cc3)nc2c1 | -5% | 2 | 78%[activator] | -2% | ? | 25% | 180%[activator] | -9% | -19%
O=C(NCC1CCCCC1)c1cccnc1Cl | 5% | -8 | 2% | -2% | 1% | 67%[activator] | 16% | -2% | -4%
CC1=C(C(=O)Nc2ccc(C)cc2C)C(c2ccc(C)o2)NC(=S)N1 (stereo unspecified) | 1% | -6 | -7% | -2% | -11% | 0% | 13% | -19% | -1%
CCCC(=O)N(c1ccc2oc(C)c(C(C)=O)c2c1)S(=O)(=O)c1ccc(C)c([N+](=O)[O-])c1 | 4% | 0 | -1% | -4% | -24% | 6% | 10% | 0% | -5%
Cc1ccc(S(=O)(=O)N2CCOCC2)cc1NC(=O)CN1CCN(C)CC1 | . | -3 | . | -1% | -3% | -1% | 3% | -13% | .
Cn1ccnc1SCC(=O)c1ccc(O)cc1 | 30% | -1 | 8% | 2% | -14% | -13% | -14% | 14% | 1%
COc1ccc(-c2nc(-c3ccc(Br)cc3)no2)c(OC)c1 | 3% | -14 | -4% | 3% | -12% | 6% | -14%[58.9 µM] | 0% | -3%
CC(Sc1nc(NCc2ccccc2)nc(N(C)C)n1)C(=O)Nc1ccccc1 (stereo unspecified) | -1% | 4 | -15% | -2% | -14% | -9% | 22% | -12% | -13%
CCCC(=O)N1CCN(c2ccc(C(=O)c3ccc(OC)c(Br)c3)cc2F)CC1 | 7% | . | -10% | . | . | 5% | . | . | -1%
O=c1ccn(CCOc2ccc(Cl)cc2)c(=O)[nH]1 | 26% | -5 | -2% | -4% | -1% | 4% | 11% | -4% | 0%
CC(C)(C)C1CCC(=NNC(=O)C(=O)NCc2ccco2)CC1 (stereo unspecified) | ? | -1 | -6% | -1% | 4% | 3% | 86%[activator] | -16% | 2%
CC1(c2nnc(-c3ccncc3)o2)CC(c2ccccc2)=NO1 (stereo unspecified) | . | -4 | . | -5% | -13% | . | 10% | 16% | .
COc1ccccc1CNC(=O)c1oc2ccc(S(=O)(=O)N3CCCC3)cc2c1C | 1% | -1 | ? | -1% | -19% | -5% | 0% | -7% | -3%
Clc1ccccc1N=C1NN=C(c2cccs2)CS1 | 5% | -2 | ? | 5% | ? | -6% | 54%[activator] | -25% | -14%
COc1ccc(CN2CCC(CO)(CCOc3ccccc3)CC2)cc1C | 24% | -2 | -19% | -2% | -25% | -1% | 127%[activator] | -14% | 1%
CCC(CC)c1nnc(NC(=O)CCNC(=O)c2ccccc2Cl)s1 | 3% | -4 | -5% | -5% | -13% | -5% | 31%[activator] | -8% | -7%
CCN1CCN(CC(O)COc2ccc3c(c2)CCC3)CC1 (stereo unspecified) | 18% | -1 | 3% | -5% | -22% | 5% | 3% | 0% | 4%
CC(OC(=O)Nc1cccc(Cl)c1)C(=O)O (stereo unspecified) | -8% | -4 | 1% | -4% | -18% | 0% | 3% | 3% | -3%
COC(=O)[C@H](Cc1ccccc1)NCCCn1cnc(C(=O)Nc2ccc(C)c(C)c2)n1 | . | 2 | . | -3% | -16% | . | 20% | 16% | .
CCn1c(SCC(=O)Nc2sc(C)c(C)c2C#N)nnc1C(C)C | 43% | -2 | -18% | 0% | 7% | -1% | 12% | 0% | -5%
Cc1ccccc1NC(=O)NCCCN1CCN(C2CCCCC2)CC1 | -4% | -6 | -11% | 2% | -8% | 1% | 10% | -14% | 0%
CCCC(C)NC(=O)CSCc1ccc(OC)cc1 (stereo unspecified) | 18% | 3 | 3% | -1% | -4% | 13% | 98%[activator] | 2% | -2%
COc1ccc(NC(=S)N2CCN(S(=O)(=O)c3ccc(F)cc3)CC2)cc1 | 45% | -3 | -4% | -3% | -14% | -14% | 40%[activator] | 4% | 0%
O=C1c2ccccc2C(Nc2cccnc2)N1Cc1ccccc1 (stereo unspecified) | 9% | 0 | -1% | 4% | -8% | 0% | ? | -2% | -7%
CCOC(=O)CCc1nn(C)c(=O)c2ccccc12 | 20% | -6 | -12% | 0% | -21% | 4% | 11% | -7% | -3%
CCOC(=O)c1ccc(NC(=O)Cn2c(-c3nonc3N)nc3ccccc32)cc1 | 8% | -3 | -4% | -2% | -16% | 4% | 14% | -3% | -6%
